Screens from PubChem.
SKN-1 block = suppressors of acrylamide-induced Pgst-4::GFP reporter in worms, primary screen, SKN-1 inhibitor project, whole organism, uHTS, GFP/RFP fluorescence ratio, strain VP596; C. elegans VP596 Pgst-4::GFP/RFP ratio, 24 h; inhibition, % at 21.8 µM; 360,000 compounds, 0.49% hits;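 active = interference check ratio from 0.5 to 1.5 plus GFP to RFP signal ratio inhibition reaching or exceeding a fixed threshold, cut at about 30% in these data, passing the limit was not always enough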; note: some compounds called inactive have numbers as strong as hits
FAS-TE inh = FAS thioesterase domain inhibitors, primary screen, biochemical, fluorescence intensity, uHTS | recombinant FAS-TE, OMFH fluorogenic substrate, fluorescence endpoint | inhibition, % at 15 µM | 360,000 compounds, 0.67% hits | AID 602261, 2012;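 active = compounds whose normalised, plate-corrected inhibition of enzyme fluorescence in the single-dose primary screen is 50% or more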;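 note: 0% = DMSO with enzyme and 100% = substrate without enzyme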
MsrA inh = bovine MsrA enzyme inhibitors, primary screen, biochemical, absorbance, HTS; inhibition, % at 15.5 µM; Methionine sulfoxide reductase A (Bos taurus); 360,000 compounds, 0.75% hits; purified bovine MsrA, absorbance read-out; AID 651718, 2012; in the data active = inhibition above about 4.5%;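 note: 0% = vehicle wells with enzyme and 100% = reference inhibitor wells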
bovine MsrA act = bovine MsrA enzyme activators, primary screen, biochemical, absorbance, HTS | Methionine sulfoxide reductase A (Bos taurus) | purified bovine MsrA, absorbance read-out | activation, % at 10.6 µM | 360,000 compounds, 0.3% hits; in the data active = activation above about 7.5%;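 note: 0% = vehicle and 100% = reference activator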
MT1-MMP act inh = blockers of MT1-MMP proenzyme processing, primary screen, HT1080 RFP-PRO-GFP cells, GFP/RFP fluorescence; Matrix metalloproteinase-14 (Homo sapiens), P50281; GFP/RFP ratio fluorescence, overnight; percent of plate control window, DMSO zero; GFP/RFP ratio change, % at 20 µM; 360,000 compounds, 0.061% hits; AID 651647, 2012;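 active = GFP/RFP ratio change of at least 30% with cell ATP level not reduced by more than half and red fluorescence within 50% of control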; note: strong numbers were not always called active
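Test system: HT1080 RFP-PRO-GFP cells; Benchmarks: DMSO and RFP-L50D-GFP cell wells; Timing: cells overnight before dosing, compound overnight, 37 °C, 5% CO2; Compound: one 20 µM compound dose with 1% DMSO; Read-out: GFP/RFP fluorescence ratio.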
CendR NRP1 mod = modulators of CendR peptide binding to NRP-1, primary screen, biochemical, fluorescence polarization, uHTS | FAM-RPARPAR peptide binding to NRP-1 | inhibition, % at 25 µM | 360,000 compounds, 0.85% hits;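 active = inhibition or corrected inhibition above about 18%, plus a signal ratio from 0.5 to 1.5, limit read from the data, passing the limit was not always enough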; note: strong numbers were not always called active
MLLE-PAM2 inh = inhibitors of PABP1 MLLE–PAM2 peptide binding, primary screen, biochemical, fluorescence polarization, FITC-PAM2, GST-MLLE; inhibition, % at 20 µM; Polyadenylate-binding protein 1 (Homo sapiens), P11940; AID 588489, 2011; 360,000 compounds, 0.36% hits; in the data active = inhibition above about 35%, passing the limit was not always enough;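 note: plate controls were DMSO wells with GST-MLLE for no effect and wells lacking GST-MLLE protein for full effect; some results filed as inactive read as strong as hits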
eLon inh = inhibitors of E. coli Lon protease, primary screen, biochemical, fluorescence polarization | P0A9M0 | purified E. coli Lon protease | inhibition, % at 7.94 µM | 360,000 compounds, 0.42% hits; in the data active = inhibition above about 13%, passing the limit was not always enough;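 note: 0% = enzyme with probe and DMSO and 100% = no enzyme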
Target sequence (P0A9M0 whole entry, looked up): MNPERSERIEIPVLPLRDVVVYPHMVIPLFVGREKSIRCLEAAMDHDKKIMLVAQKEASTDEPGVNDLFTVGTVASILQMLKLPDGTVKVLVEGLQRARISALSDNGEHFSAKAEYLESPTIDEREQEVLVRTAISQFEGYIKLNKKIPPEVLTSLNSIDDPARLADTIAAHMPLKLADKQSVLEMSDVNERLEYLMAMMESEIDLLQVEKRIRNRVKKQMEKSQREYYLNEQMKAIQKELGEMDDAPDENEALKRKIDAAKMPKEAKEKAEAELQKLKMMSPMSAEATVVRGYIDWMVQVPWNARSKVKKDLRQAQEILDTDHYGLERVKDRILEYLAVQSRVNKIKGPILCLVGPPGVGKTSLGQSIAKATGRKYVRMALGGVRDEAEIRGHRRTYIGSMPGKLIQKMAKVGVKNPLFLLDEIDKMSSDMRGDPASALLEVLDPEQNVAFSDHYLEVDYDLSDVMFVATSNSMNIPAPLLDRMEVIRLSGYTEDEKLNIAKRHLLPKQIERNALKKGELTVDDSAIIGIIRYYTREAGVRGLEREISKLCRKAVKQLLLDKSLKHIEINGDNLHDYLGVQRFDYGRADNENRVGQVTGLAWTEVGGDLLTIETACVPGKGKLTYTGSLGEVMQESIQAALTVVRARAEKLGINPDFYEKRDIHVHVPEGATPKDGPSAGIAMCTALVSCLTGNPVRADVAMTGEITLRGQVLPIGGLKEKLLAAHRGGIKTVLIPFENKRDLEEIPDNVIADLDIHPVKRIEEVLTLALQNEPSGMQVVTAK
Tb MetRS inh = T. brucei MetRS inhibitors, primary screen, biochemical, luminescence; purified T. brucei MetRS, ATP depletion, Kinase-Glo luminescence; AID 624268, 2012; 360,000 compounds, 0.4% hits; inhibition, % at 11.9 µM;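 active = inhibition above a per-plate cutoff of the control wells' mean inhibition plus 3 SD, cut at about 5.5% in these data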;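 note: 0% = DMSO wells median and 100% = median of wells with control inhibitor compound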
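System: purified T. brucei MetRS enzyme / Detection: Kinase-Glo luciferase luminescence reporting remaining unconsumed ATP / Medium: HEPES buffer with MgCl2, KCl, DTT, spermine, BSA, pyrophosphatase / Replication: singlicate, one well per compound / Evaluation: percent inhibition relative to median high and low control wells / Schedule: 2 h aminoacylation at 25 °C after 15 min preincubation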
* = called active by the depositor; · = not tested or not shown.

no.	Molecule	SKN-1 block	FAS-TE inh	MsrA inh	bovine MsrA act	MT1-MMP act inh	CendR NRP1 mod	MLLE-PAM2 inh	eLon inh	Tb MetRS inh
1	COc1ccc(N2CCN(C(=O)C3CC(=O)N(c4ccc(C)cc4)C3)CC2)cc1 (stereo not drawn)	1	1	-0.4	-2	-1	11	-14	4	-1.0
2	C=CCn1c2ccccc2c2nnc(SCC(=O)O)nc21	6	-5	1.2	-7	0	-3	22	-8	-0.8
3	O=C(Nc1ccccc1)C1=C(N2CCOCC2)/C(=C/c2cccnc2)CC1	11	4	2.4	-2	0	5	1	-1	-0.3
4	CC(C)C[C@H](CO)N(Cc1ccccc1)S(=O)(=O)N(Cc1ccccc1)[C@@H](CO)CC(C)C	0	32	-1.5	-1	-25	-1	-2	11	-0.3
5	COc1cccc(NC(=S)N(CCCN2CCC(C)CC2)Cc2cccs2)c1	4	5	-1.4	-5	6	-8	-54	13	-0.6
6	C[C@H]1CN([C@@H](C)CO)C(=O)CCCn2nncc2CO[C@H]1CN(C)S(=O)(=O)c1ccc(F)cc1	-14	-6	0.1	-3	3	-7	4	0	-1.1
7	CCOc1ccc2ccccc2c1CNc1nnnn1C	-2	-8	-0.4	-9	4	6	5	4	-0.5
8	CCCn1cc(S(=O)(=O)CC(=O)Nc2ccc(OC)cc2OC)c2ccccc21	8	1	0.9	-1	8	8	8	-2	0.2
9	NS(=O)(=O)c1ccc(NC(=S)NCc2ccco2)cc1	4	-8	0.2	-4	-4	-4	18	-2	-0.7
10	Nn1c(SCc2ccccc2)nnc1-c1ccco1	-4	-6	-0.4	2	0	-2	-14	4	0.2
11	CN(CCc1cn[nH]c1)C(=O)CC1C(=O)NCCN1Cc1ccccc1C(F)(F)F (stereo not drawn)	1	-12	1.6	-14	-4	-2	-7	10	0.6
12	COc1cccc(CN(C(=O)c2ccccc2Br)C2CCS(=O)(=O)C2)c1 (stereo not drawn)	11	1	-0.7	-1	-3	4	-4	-5	-0.6
13	COc1nc(NCc2cccnc2)nc(NC2CCCCC2)n1	-3	-1	-1.2	-4	-1	3	1	-6	-0.6
14	COC(=O)C1C(=O)/C(=C(/C)N2CCCC2)C(=O)CC1(C)C (stereo not drawn)	2	-8	-0.6	-6	-9	7	0	-3	-0.3
15	Cc1cc(O)c2c(-c3ccccc3)cc(=O)oc2c1	-15	-4	8.5*	4	-5	-1	2	-6	-0.1
16	CCN(CC)S(=O)(=O)c1ccc(/C=C/C(=O)Nc2cccc(F)c2)cc1	-6	20	0.3	-4	-2	-1	3	1	-0.2
17	O=C(CN1CCN(C(=O)c2ccco2)CC1)Nc1ccccc1	8	-7	-0.1	-4	-3	-1	-2	3	-0.7
18	CCN(CC(=O)Nc1cccc(F)c1)CC(=O)Nc1ccc2c(c1)OCCO2	7	-8	-0.8	-7	4	-4	5	-1	-0.2
19	COc1ccc(NC(=O)N2CCCc3ccccc32)cc1OC	-10	-6	-0.4	-4	0	-3	3	-3	-0.3
20	O=C(Nc1ccccc1)Nc1ccc(-n2ccc(C(F)(F)F)n2)cc1	11	4	-0.8	-1	5	14	-2	-2	1.7
21	Cc1sc(NC(=O)CN2CCCC2)nc1-c1ccc2c(c1)CCN2C(=O)c1cccc(F)c1	-3	10	0.5	-1	1	-2	-19	-3	-0.2
22	CCOC(=O)N1CCC(=NNc2nc3ccccc3s2)CC1	15	-2	-1.3	0	0	3	9	-10	-0.2
23	COc1ccc(C2C(C#N)=C(N)Oc3n[nH]c(-c4ccccn4)c32)c(OC)c1OC (stereo not drawn)	4	-3	0.7	0	1	3	10	4	0.6
24	Cc1c(Cl)c([N+](=O)[O-])nn1CC(=O)N1CCc2ccccc2C1	0	51*	-0.9	-6	4	11	-3	-5	-1.9
25	CC1=C(C(=O)OCc2ccccc2)C(c2cccc([N+](=O)[O-])c2)NC(=O)N1 (stereo not drawn)	29	17	-0.5	-1	2	-4	-3	0	-0.1
26	COc1ccccc1C(=O)NCC(=O)N(C)Cc1nc2ccccc2c(=O)[nH]1	19	-5	-0.9	0	-4	-3	-12	-15	-0.2
27	CCO[C@@H]1OC(C(=O)NC2CC2)=C[C@H](C2CCCCC2)[C@H]1CCCO	-4	-3	0.1	-2	2	16	8	-6	-0.4
28	CN(C)S(=O)(=O)c1ccc(NC(=O)c2cc(F)c(F)cc2Cl)cc1	10	-5	0.9	-3	5	-10	4	-1	0.9
29	O=C(NC1CCCCC1)C(c1ccc(F)cc1)N(C(=O)c1csnn1)C1CC1 (stereo not drawn)	-6	-3	-0.5	-9	4	4	15	5	-1.1
30	Cc1ccc(C)c(-c2nnc(OCC(=O)Nc3cc(C)on3)c3ccccc23)c1	-10	1	0.5	-10	-11	-1	-1	1	-1.4
31	COC(=O)C(C)Oc1ccc(Cc2ncc(C(F)(F)F)cc2Cl)cc1 (stereo not drawn)	13	8	2.8	-3	-3	-5	10	-5	-0.8
32	Oc1c(N=Nc2ccc(F)cc2)ccc2ccccc12	73	3	1.7	-1	23	-20	-31	-2	-0.2
33	Cn1c2ccccc2c2cc(C(=O)N3CCOCC3)sc21	1	-6	3.7	0	-1	-3	23	-8	0.5
34	c1ccc(-n2c(-c3ccncc3)nnc2-c2ccco2)cc1	-3	-11	0.4	-10	-2	-8	12	-1	-0.7
35	COc1cc(/C=N/NC(=O)CCc2n[nH]c(=O)[nH]c2=O)cc(OC)c1OC	3	-7	1.2	-6	6	-4	15	2	-0.2
36	Cc1ccc(-c2nnn(CC(=O)N(CC(=O)NC3CCCC3)c3ccc(F)cc3)n2)o1	-8	3	0.1	-11	-5	8	2	5	-1.3
37	CCCc1nnc(NC(=O)C23CC4CC(CC(C4)C2)C3)s1	-5	2	0.2	2	-9	-3	-14	4	-0.3
38	CCCS(=O)(=O)NC(=O)C1(C)CCN(C(=O)/C=C/c2ccccc2)C1 (stereo not drawn)	3	-15	·	-4	-3	3	-14	-5	-0.2
39	Cc1ccccc1NC(=O)c1sc2nc3c(c(-c4ccco4)c2c1N)CCCC3	22	25	-0.8	0	-3	-20	11	-2	-0.4
40	O=C(CN1CCN(S(=O)(=O)c2ccccc2Cl)CC1)NCC1(N2CCOCC2)CCCCC1	3	1	-1.0	-4	1	1	2	-8	-0.5
41	CC(CN1CCCCC1)c1ccccc1 (stereo not drawn)	14	-5	-0.6	-3	-3	-2	-9	-7	0.5
42	CC(c1nccs1)N(C)c1nc2nonc2nc1NC1CC1 (stereo not drawn)	0	2	4.2	-2	-6	14	29	10	-0.2
43	Cc1ccc(N=Nc2c(O)n(CN3CCOCC3)c3ccccc23)cc1	4	10	·	-9	-29	-26	-8	-16	-0.9
44	CCOC(=O)NC(=O)COC(=O)c1ccc(Sc2ncn[nH]2)c([N+](=O)[O-])c1	-5	-33	2.8	-4	1	-1	-28	-2	-0.6
45	O=C(COc1ccc(C(=O)NCc2cccnc2)cc1)Nc1cccc(C(F)(F)F)c1	3	0	-0.3	-2	7	4	0	-9	0.0
46	Cc1cc(-n2cccn2)ccc1CN1CCN(C2CCCC2)C(CCO)C1 (stereo not drawn)	-5	0	0.3	-4	0	-12	5	11	-0.9
47	Cc1ccc(Cl)cc1NC(=O)C1C2CCC(O2)C1C(=O)O (stereo not drawn)	33	-9	-0.5	-3	2	3	9	0	0.1
48	Cc1noc(C)c1NC(=O)Nc1cccc2c1O[C@H](CN(C)C(=O)NC1CCCCC1)[C@@H](C)CN([C@H](C)CO)C2=O	7	77*	-0.6	-3	0	25*	8	-4	-0.1
49	Cc1noc2ncnc(Oc3ccc(F)cc3)c12	19	-3	-0.4	-9	-2	4	11	-5	-1.4
50	NCC(=O)NCC(=O)NC1(C(=O)O)CCCC1	26	-9	0.1	-1	-2	5	5	-3	-0.2
51	Cc1ccc(Sc2cnc(N)nc2C)cc1	-3	-2	-1.6	-1	-3	9	2	-8	0.1
52	COc1ccccc1N1CCN(S(=O)(=O)c2c(C)ccc3nsnc23)CC1	-3	17	1.6	-8	1	-2	7	3	-1.0
53	C/C(CC(=O)Nc1cccc(Cl)c1Cl)=N\NC(=O)C(=O)NC1CCCCC1	5	-2	-0.2	-2	-2	5	13	-2	-0.2
54	CN(C)S(=O)(=O)Oc1cccc(C(=O)Nc2ccc(Cl)cc2)c1	12	20	-0.6	-2	0	0	8	1	0.5
55	COc1cc(C=C2C(=O)OC(C)(C)OC2=O)ccc1OCC(=O)Nc1ccccc1	5	-4	0.5	-3	-1	-5	6	1	-0.6
56	CCOC(=O)/C(=C/c1c[nH]c2ccccc12)NC(C)=O	12	-7	5.0*	0	-1	5	-8	2	-0.1
57	Cc1c(C(=O)NCc2ccc3c(c2)OCO3)cccc1[N+](=O)[O-]	5	6	-0.4	-3	-4	15	7	-1	-0.1
58	N#Cc1ccccc1S(=O)(=O)N1CCN(C(=O)c2cc3c(s2)CCC3)CC1	-17	5	-0.5	-1	-3	-4	-5	-6	-0.4
